PPARg SRC1 recr: PPARgamma-driven SRC-1 recruitment agonism; P37231; PPARgamma-SRC-1 coactivator recruitment biochemical assay; activation, % at 8 µM; actives 0.41% (n = 200,000); AID 631; in the data active = activation above about 19%;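 note: 0% = DMSO and 100% = reference agonist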
Target sequence (P37231 whole entry, looked up): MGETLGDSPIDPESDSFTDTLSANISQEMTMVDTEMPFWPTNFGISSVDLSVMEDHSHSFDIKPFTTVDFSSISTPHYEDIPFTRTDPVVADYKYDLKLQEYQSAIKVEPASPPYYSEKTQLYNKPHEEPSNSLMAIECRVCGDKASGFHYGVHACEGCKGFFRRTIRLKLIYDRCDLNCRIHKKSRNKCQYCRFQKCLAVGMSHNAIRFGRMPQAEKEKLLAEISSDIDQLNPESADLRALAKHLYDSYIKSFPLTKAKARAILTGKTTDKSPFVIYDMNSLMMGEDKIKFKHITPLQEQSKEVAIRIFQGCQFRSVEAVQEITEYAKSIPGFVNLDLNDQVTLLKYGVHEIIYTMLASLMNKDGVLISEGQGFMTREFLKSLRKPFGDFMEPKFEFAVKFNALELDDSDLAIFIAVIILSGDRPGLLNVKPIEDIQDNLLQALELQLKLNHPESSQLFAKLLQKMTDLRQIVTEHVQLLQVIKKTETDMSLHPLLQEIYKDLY
TR-FRET SRC-2 ct: counter-screen for PPARgamma SRC-2 recruitment agonists: TR-FRET artefact | TR-FRET ratio at 8 µM | AID 1049 | stronger effect = higher value | actives 0.4% (n = 200,000); in the data active = TR-FRET ratio above about 2000; note: inactives centre near 1500; reference of the scale not given here
Lmaj promast: reduces viability of Leishmania major promastigotes; inhibition, % at 10 µM; resazurin fluorescence viability; actives 9% (n = 200,000); in the data active = inhibition above about 50%;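 note: promastigotes grown with compound for 44 hours at 28 °C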
bIAP inhibitor: intestinal alkaline phosphatase (bovine) inhibition; 190,000 tested, under 10 active; AID 1019; purified bovine IAP, CDP-star luminescence, 30 min; inhibition, % at 20 µM;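 active = over 50% inhibition of intestinal alkaline phosphatase at 20 µM in the single-dose screen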
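Assay system – bovine IAP enzyme · Quantity – bovine IAP at 1/65,000,000 final dilution · Detection – CDP-star luminescence signal · Times – 30 min reaction at room temperature · Also added – CDP-star substrate at 30 µM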
DTT redox prof: compounds producing H2O2 with reducing agent – biochemical, NIH compound library profiling, artefact control for MLSCN library redox annotation, primary screen; DTT-dependent redox cycling H2O2, phenol red/HRP absorbance; 100% = 100 µM peroxide control, 0% = buffer; actives 0.03% (n = 200,000); activation, % at 10 µM;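 active = activation of at least 50% relative to the plate's high and low controls in the primary single-dose screen; inactive = activation below 50%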;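 note: compound incubated with DTT at 0.8 mM final as the reducing agent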
S1P3 antag: blocks the human S1P3 receptor | Q99500 | CHO S1P3 NFAT-BLA reporter, FRET fluorescence, antagonist mode | inhibition, % at 4.98 µM | actives 0.27% (n = 170,000);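 active = inhibition above the plate cutoff, the mean inhibition of test wells on that plate plus 3 SD, cut at about 28% in these data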;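 note: cells challenged with S1P at its EC80 of 0.8 µM; blue over green emission ratio from cleaved BLA substrate after 4 h stimulation; 0% = S1P-stimulated wells and 100% = unstimulated DMSO-only wells; some compounds past the cut are filed as inactive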
PPARg SRC-2 ag: PPARgamma-driven SRC-2 recruitment agonism. actives 0.34% (n = 200,000). activation, % at 8 µM. PPARgamma LBD-SRC-2 recruitment, biochemical; in the data active = activation above about 22%;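 note: 0% = vehicle and 100% = reference agonist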
HMGR II inh: blocks class II HMG-CoA reductase of Enterococcus faecalis. purified E. faecalis HMGR, NADPH absorbance 340 nm kinetic. inhibition, % at 10 µM. actives 0.41% (n = 190,000). AID 1066;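 active = inhibition above a set limit, the median over all tested compounds plus 3 SD, cut at about 9.5% in these data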;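 note: enzyme runs in reverse so mevalonate oxidation gives rising NADPH absorbance; 0% = complete reaction with DMSO and 100% = background rate lacking mevalonate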
RAM network inh: blocks the yeast RAM network | inhibition, % at 50 µM | actives 1.8% (n = 190,000) | S. cerevisiae dse1pr::URA3 reporter, 5-FOA growth OD615, 2 d; analog-sensitive cbk1-as2 kinase mutant strain;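 active = inhibition above a set limit, 3 SD over mean compound inhibition, cut at about 8.4% in these data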;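 note: 0% = DMSO-only wells with no growth and 100% = 10 µM 1-NA-PP1 full growth; inhibition rescues growth on 5-FOA so higher OD means more RAM inhibition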
PPARg SRC3 recr: agonists of human PPARgamma SRC-3 coactivator recruitment | biochemical PPARgamma/SRC-3 coactivator recruitment assay | activation, % at 8 µM | actives 0.26% (n = 200,000) | AID 731; in the data active = activation above about 23%;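 note: 0% = DMSO and 100% = reference agonist; some compounds past the cut are filed as inactive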
ROMK mod: modulators of human ROMK potassium channel. B-score at 10 µM. P48048. actives 2% (n = 130,000). Tet-inducible ROMK, thallium flux fluorescence; actives lie on both sides;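 active = signal ratio slope over the read window, or its plate-corrected B-score, at least 3 SD from the plate mean, either direction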;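 note: B-score of the F/F0 ratio slope over 7 to 12 s after thallium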
Target sequence (P48048 whole entry, looked up): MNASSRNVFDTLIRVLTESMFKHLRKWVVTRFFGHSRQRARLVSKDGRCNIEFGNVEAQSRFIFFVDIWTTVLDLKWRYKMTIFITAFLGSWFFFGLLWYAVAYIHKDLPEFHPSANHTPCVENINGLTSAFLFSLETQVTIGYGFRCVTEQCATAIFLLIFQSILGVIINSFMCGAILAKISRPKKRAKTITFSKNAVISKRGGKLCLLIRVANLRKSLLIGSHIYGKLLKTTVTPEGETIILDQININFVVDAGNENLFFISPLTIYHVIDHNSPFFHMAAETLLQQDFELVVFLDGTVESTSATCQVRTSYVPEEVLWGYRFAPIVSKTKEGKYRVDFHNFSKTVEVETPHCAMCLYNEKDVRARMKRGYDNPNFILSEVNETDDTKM
The depositor's hits bear a star; nt = not tested or not shown.

Each structure is followed by: PPARg SRC1 recr	TR-FRET SRC-2 ct	Lmaj promast	bIAP inhibitor	DTT redox prof	S1P3 antag	PPARg SRC-2 ag	HMGR II inh	RAM network inh	PPARg SRC3 recr	ROMK mod
- Cc1ccc(OCc2nnc(SCC(=O)N3c4ccccc4Sc4ccc(Cl)cc43)o2)cc1
→ 2.8	1536	3.5	5.3	2.2	-4.3	2.7	2.8	5.1	-1.9	-2.49
- COc1ccc(NS(=O)(=O)c2ccc(OC)c(OC)c2)cc1OC
→ 2.2	1617	-8.7	9.7	-2.0	-2.5	4.6	-0.3	2.6	2.4	nt
- Cc1sc2nc3c(SC(C)C(=O)O)cc(C(=O)c4ccccc4O)cn3c(=O)c2c1C (centres undefined)
→ 4.0	1417	21.4	-31.6	0.0	2.0	-9.1	-2.9	7.3	32.6*	0.183
- O=C(CSc1nc(-c2ccco2)cc(C(F)(F)F)n1)Nc1ccc2c(c1)OCO2
→ 3.4	1672	4.3	17.3	0.4	28.9	7.8	5.3	8.2	4.4	0.0808
- COc1cccc(-c2nnc(NC(=O)C3CCCCC3)o2)c1
→ 4.3	1740	66.3*	6.4	-1.3	-13.8	3.8	-2.4	2.7	2.9	nt
- COCCNC(=O)CSc1nnc(-c2ccccc2F)n1Cc1ccccc1
→ -1.2	1523	-2.2	-25.9	-0.4	-16.6	-2.2	-1.2	-0.9	-3.3	0.469
- Nc1ncnc2c1ncn2C1CCC(CO)C(O)C1 (centres undefined)
→ 6.7	1512	-5.9	9.0	0.2	nt	9.4	-2.8	0.3	9.7	nt
- Cc1c(NC(=O)/C(C#N)=C/c2ccc(-c3ccc(Cl)cc3)o2)c(=O)n(-c2ccccc2)n1C
→ -1.5	1557	8.9	0.2	-0.6	16.7	13.1	-4.7	4.4	0.9	-2.61*
- COC(=O)CSc1nnc(-c2ccco2)n1-c1ccc(C)cc1
→ -3.8	1371	-6.1	6.1	1.7	14.6	-1.0	-3.8	0.5	-17.2	nt
- Cc1cc(C)n2c3c(c(C#N)c2n1)CC(C)(C)OC3
→ 7.1	1599	3.1	-9.9	0.3	nt	-0.6	-2.6	0.5	9.1	0.00677
- COc1ccc(NC(=O)C2OC3OC(C)(C)OC3C3OC(C)(C)OC23)cc1 (centres undefined)
→ 9.4	1685	-5.4	13.8	1.6	nt	7.5	0.6	-0.3	6.3	nt
- CCOC(=O)C(NC(C)=O)(Nc1ccc(S(=O)(=O)Nc2cc(C)nc(C)n2)cc1)C(F)(F)F (centres undefined)
→ 7.5	1570	-6.5	6.8	-1.3	-29.4	-0.2	-15.7	2.2	5.4	-0.504
- NC(=O)c1nsc(C(=O)N(CC(=O)NCc2ccc3c(c2)OCO3)C2CCCCC2)c1N
→ -2.4	1552	27.0	8.2	2.1	-30.6	0.3	-6.0	1.3	-7.0	nt
- Cc1nc2ccccc2c(=O)[nH]1
→ -3.2	1525	0.9	8.2	-0.3	nt	2.8	-2.5	-0.5	-6.3	-0.0718
- O=C(CCn1c(=O)c2ccccc2n(CC(=O)NC2CCCC2)c1=O)NCc1ccco1
→ 0.0	1518	100.0*	6.5	-0.7	nt	0.5	0.2	1.9	9.4	nt
- O=C(N/N=C/c1ccc[nH]1)c1ccc(COc2cccc3cccnc23)cc1
→ 7.8	1551	-0.1	4.5	-0.3	13.8	-2.6	-3.0	0.4	0.0	-0.363
- Cc1nnc2c(Oc3ccccc3)nc3ccccc3n12
→ 3.0	1588	0.5	4.6	1.4	nt	4.4	-4.0	5.6	-8.9	nt
- N#Cc1c(NC(=O)CSc2nnc(-c3ccco3)n2-c2ccccc2)sc2c1CCC2
→ 0.7	1701	-3.2	12.0	4.1	nt	-0.7	-4.7	3.6	0.2	nt
- COc1ccc(C(=O)C(OC(=O)CNC(=O)c2ccco2)c2ccccc2)cc1 (centres undefined)
→ 4.7	1342	-5.8	-5.0	2.7	10.3	-2.7	nt	2.6	-6.2	nt
- Clc1ccccc1-c1nc2ccccc2c2nncn12
→ 3.8	1549	4.1	0.0	0.0	nt	5.6	0.6	0.7	6.9	nt
- COc1cccc(NC(=O)c2cc(CN3C(=O)c4ccccc4C3=O)ccc2OC)c1
→ 1.1	1818	88.7*	4.2	-0.5	-12.0	6.3	-1.7	4.0	3.3	nt
- C/C(=N\NC(=S)NCc1ccccc1)c1ccc(Cl)s1
→ 5.1	1392	42.0	0.6	0.6	2.3	-4.5	-1.8	1.0	-1.5	0.153
- COc1ccc(NC(=O)CSc2nnc(CN3CCOCC3)n2-c2ccccc2)cc1Cl
→ 0.8	1638	-2.6	4.9	0.7	32.9	5.5	2.5	-0.6	16.5	nt
- O=C(NCc1nc2ccccc2[nH]1)c1cccc(S(=O)(=O)N2CCOCC2)c1
→ 1.3	1400	1.7	-1.8	0.0	nt	-0.4	-3.1	3.0	-15.9	0.338
- O=C(NC1CCCc2ccccc21)C1CCN(S(=O)(=O)N2CCCCCC2)CC1 (centres undefined)
→ 8.6	1377	2.9	-22.4	0.5	7.0	-6.0	-11.7	3.3	-5.1	nt
- Fc1ccc(-c2nn3c(C4COc5ccccc5O4)nnc3s2)cc1 (centres undefined)
→ -6.3	1495	2.7	10.3	2.1	-5.9	-1.4	-3.7	3.4	-1.9	nt
- CC(=O)N(C)c1ccc(OCC(O)Cn2c(C)nc3ccccc32)cc1 (centres undefined)
→ 8.1	1417	-0.9	-3.3	0.4	-14.5	-1.4	-1.9	0.1	3.3	-1.28
- O=C(Cc1ccc(Br)cc1)NNC(=O)Nc1ccc(Cl)cc1
→ -4.7	1479	72.5*	-4.0	-0.1	-5.2	0.1	0.5	3.8	4.7	0.0885
- COc1cc(C(C)=O)ccc1Oc1cnccn1
→ 8.1	1752	-4.9	1.1	-0.7	-4.5	-0.5	-2.7	0.0	6.1	-0.48
- CN1CCN(c2cc(=O)n(-c3ccc(Cl)cc3)c(=O)[nH]2)CC1
→ 5.2	1521	-6.1	11.1	-0.7	11.3	6.5	-2.2	0.0	1.7	nt

Marked active in PPARg SRC3 recr, of those listed so far:
| compound | PPARg SRC1 recr | bIAP inhibitor | DTT redox prof | S1P3 antag | PPARg SRC-2 ag | HMGR II inh | RAM network inh | PPARg SRC3 recr | ROMK mod |
| --- | --- | --- | --- | --- | --- | --- | --- | --- | --- |
| Cc1sc2nc3c(SC(C)C(=O)O)cc(C(=O)c4ccccc4O)cn3c(=O)c2c1C (centres undefined) | 4.0 | -31.6 | 0.0 | 2.0 | -9.1 | -2.9 | 7.3 | 32.6* | 0.183 |

Further results
Each structure is followed by: PPARg SRC1 recr	TR-FRET SRC-2 ct	Lmaj promast	bIAP inhibitor	DTT redox prof	S1P3 antag	PPARg SRC-2 ag	HMGR II inh	RAM network inh	PPARg SRC3 recr	ROMK mod
- O=C(CSc1nc2c([nH]c3ccccc32)c(=O)n1-c1ccc(F)cc1)NCc1ccco1
→ 10.3	1468	8.1	-0.6	-0.8	nt	4.2	-8.1	3.8	7.5	nt
- Cc1ccccc1NC(=S)Nc1cccc([N+](=O)[O-])c1
→ -4.6	1684	0.1	10.0	0.2	nt	9.2	-2.3	2.0	11.5	0.154
- C=C1CSc2nc3ccccc3c(=O)n21
→ -0.4	1537	-4.2	0.7	-0.1	nt	0.4	-2.0	-0.3	8.5	0.0932
- CCOc1ccc(-c2nn(-c3ccccc3)cc2/C=C2\SC(=S)N(Cc3ccco3)C2=O)cc1
→ 4.5	1476	-6.2	8.3	1.5	-5.7	5.4	0.3	11.9*	3.2	nt
- C#CCOCCOCCOCCNc1nc(N2CCN(C(=O)[C@H]([C@@H](C)CC)n3cc([C@@H](N)Cc4ccc(O)cc4)nn3)CC2)nc(N2CCN(C(=O)[C@H]([C@@H](C)CC)n3cc([C@@H](N)CC(C)C)nn3)CC2)n1
→ -13.4	1445	2.0	-14.3	0.4	13.8	-1.4	-3.5	-0.1	-1.1	nt
- CC1(C)CC(=O)c2c(O)cc(O)cc2O1
→ -3.8	1482	5.0	4.3	0.7	11.2	-4.0	3.2	-0.3	3.7	nt
- Cc1cc(C)c2c3c(sc2n1)C(c1ccccc1)C(C#N)=C(N)O3 (centres undefined)
→ -2.4	1404	100.4*	9.4	2.7	nt	-8.5	-4.3	2.8	-7.2	-0.88
- Cc1c(Br)c([N+](=O)[O-])nn1CC(=O)Nc1sc2c(c1C(=O)OC(C)C)CCC(C)C2 (centres undefined)
→ 6.5	1743	-5.9	-8.8	0.6	5.4	6.8	-6.4	4.7	4.1	nt
- CCOC(=O)c1nnn(-c2nonc2-n2cccc2)c1CN1CCC(C)CC1
→ 1.9	1523	2.5	2.5	3.6	-12.2	3.9	4.8	0.1	-10.9	-0.245
- COC(=O)c1ccccc1NC(=O)c1cnn2c(C(F)F)cc(C3CC3)nc12
→ -3.3	1430	33.7	7.9	1.8	1.4	-0.4	-2.9	3.3	-3.0	nt
- Cc1cc(N/N=C2\CC(C)CC(C)(C)C2)nc2ccccc12 (centres undefined)
→ -2.0	1849	98.8*	-24.2	-0.7	-16.5	15.2	4.1	0.8	2.7	-0.812
- COC(=O)Cc1ccc(NC(=S)NCCSc2ccc(C)cc2)cc1
→ 2.1	1639	3.3	18.2	-2.8	-7.5	13.1	-7.9	3.1	5.3	-0.435
- CCOc1cc(C(=O)OCC(=O)Nc2cc(C)on2)cc(OCC)c1OCC
→ -7.3	1438	0.0	9.5	0.1	nt	-0.2	-2.3	0.5	-0.1	-0.846
- CCCNC(=O)c1cccc(Cn2cc(Br)c([N+](=O)[O-])n2)c1
→ 7.1	1614	15.5	0.8	-0.8	8.6	-1.1	1.8	1.8	-1.7	-0.889
- O=C(NCCc1ccccc1)C(c1ccccc1)N(C(=O)c1csnn1)C1CC1 (centres undefined)
→ -0.1	1659	-5.6	0.2	-0.6	11.8	1.9	-4.7	0.8	2.3	-0.0254
- S=C(NCCSCc1ccccc1Cl)Nc1ccccc1
→ -5.1	1428	18.6	12.3	2.5	nt	-4.4	-2.9	6.1	-2.7	nt
